LRH-1 inv ag: LRH-1 (NR5A2) inverse agonists, primary screen, cell-based, luminescence, HEK293T, StAR-luciferase reporter; Nuclear receptor subfamily 5 group A member 2 (Homo sapiens), O00482; LRH-1 transfected, 24 h; inhibition, % at 3.6 µM; actives 0.13% (n = 360,000); AID 602396, 2012;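 active means inhibition above the mean inhibition of all tested compounds plus 3 SD, cut at about 73% in these data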;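 further: 0% = DMSO wells and 100% = reporter-only cells lacking LRH-1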
KKLEB cytotox: cytotoxicity in KKLEB CF airway cells, primary screen, cytotoxicity control for CF NF-kB inhibitor project, cell-based, uHTS, fluorescence assay plates | KKLEB CF airway cells viability, ATPlite luminescence, overnight; hits give low values; cells stimulated with P. aeruginosa culture filtrate | activity change (cytotoxicity), % at 5 µM | actives 0.36% (n = 360,000) | AID 602141, 2011;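 active means corrected activity change at or below -50% at 5 µM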
TROY signal inh: inhibitors of TROY-driven NF-kB signaling, primary screen, Q293 LMP1-TROYcd cells, NF-kB luciferase, uHTS. Q293 LMP1-TROYcd NF-kB luciferase reporter, 4 h. inhibition, % at 10 µM. actives 0.98% (n = 360,000). AID 1347056, 2019;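 active means compounds whose plate-normalised and pattern-corrected inhibition of the luciferase reporter signal at the single screening dose is 50% or more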
SRC1 inh: SRC1 coactivator transcriptional activity inhibitors, primary screen, cell-based, luminescence. Nuclear receptor coactivator 1 (Homo sapiens), Q15788. HEK293 GAL4-SRC1 luciferase reporter. inhibition, % at 3.6 µM. actives 0.12% (n = 360,000);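 active means inhibition above the campaign mean plus 3 SD, with each screening campaign given its own cutoff, cut at about 60% in these data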;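 further: 0% = DMSO treated cells and 100% = gossypol at 36 µM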
C8 TRAIL sens: viability loss with TRAIL in NB7+C8 cells, primary screen, TRAIL sensitizer project, cell-based, ATPlite luminescence; inhibition (viability loss, TRAIL sensitization), % at 10 µM; actives 1% (n = 360,000);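 active means compounds causing at least 50% loss of cell viability in the single-dose screen, relative to plate controls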
LMP1 NFkB inh: EBV LMP1-driven NF-kappaB luciferase reporter inhibitors, primary screen, cell-based, luminescence, single point; LMP1-induced NF-kappaB luciferase reporter cells; inhibition, % at 12.5 µM; actives 0.69% (n = 350,000); in the data active means inhibition above about 41%;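 further: 0% = neutral control wells and 100% = reference inhibitor control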
Shn3 inh set2: reduction of Shn3 3'UTR firefly luciferase signal, primary screen, Schnurri-3 inhibitor project, cell-based, Clone20 osteoblasts, set 2; Clone20 osteoblast Shn3 3'UTR firefly luciferase, 24 h; inhibition, % at 12.5 µM; actives 0.52% (n = 360,000);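 active means mean inhibition of at least 75% with every replicate also reaching 75%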;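 further: 0% = median of neutral control wells and 100% = pilot-screen positive control compound; some compounds past the cut are filed as inactive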
NR2F2 inh: NR2F2 transcriptional activity inhibitors, primary screen, cell-based, luciferase reporter, HEK293T, luminescence | COUP transcription factor 2 (Homo sapiens), P24468 | HEK293T NGFI-A luciferase reporter | inhibition, % at 8.6 µM | actives 0.7% (n = 370,000);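 active means inhibition above a per-plate cutoff, mean inhibition of test wells between control levels plus 3 SD, cut at about 38% in these data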;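 further: cells cotransfected with COUP-TFII expression vector driving the NGFI-A reporter; 0% = median of COUP-TF2 test wells and 100% = reporter-only cells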
CF NFkB block: inhibitors of PAF-induced NF-kB signaling, primary screen, cell-based, GFP fluorescence, uHTS; actives 0.86% (n = 360,000); KKLEB NF-kB-GFP reporter, GFP fluorescence overnight; inhibition, % at 5 µM;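 active means at least 50% inhibition at 5 µM, scaled per plate between neutral and stimulator controls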;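 further: PAF is a Pseudomonas aeruginosa culture filtrate used as stimulus; plate controls were PAF-stimulated DMSO wells for no effect and unstimulated DMSO wells for full effect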
SRC3 inh: SRC3 coactivator transcriptional activity inhibitors, primary screen, cell-based, luminescence; HEK293 GAL4-SRC3 luciferase reporter; AID 588352, 2011; Nuclear receptor coactivator 3 (Homo sapiens), Q9Y6Q9; actives 0.17% (n = 360,000); inhibition, % at 3.6 µM;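 active means inhibition above a per-campaign cutoff, the mean of all compounds plus 3 SD, cut at about 60% in these data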;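 further: 0% = DMSO-treated cells and 100% = gossypol-treated cells at 36 µM; higher means less SRC3-driven luciferase light from the GAL4 reporter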
Target sequence (Q9Y6Q9 whole entry, looked up, the tested form may be a part): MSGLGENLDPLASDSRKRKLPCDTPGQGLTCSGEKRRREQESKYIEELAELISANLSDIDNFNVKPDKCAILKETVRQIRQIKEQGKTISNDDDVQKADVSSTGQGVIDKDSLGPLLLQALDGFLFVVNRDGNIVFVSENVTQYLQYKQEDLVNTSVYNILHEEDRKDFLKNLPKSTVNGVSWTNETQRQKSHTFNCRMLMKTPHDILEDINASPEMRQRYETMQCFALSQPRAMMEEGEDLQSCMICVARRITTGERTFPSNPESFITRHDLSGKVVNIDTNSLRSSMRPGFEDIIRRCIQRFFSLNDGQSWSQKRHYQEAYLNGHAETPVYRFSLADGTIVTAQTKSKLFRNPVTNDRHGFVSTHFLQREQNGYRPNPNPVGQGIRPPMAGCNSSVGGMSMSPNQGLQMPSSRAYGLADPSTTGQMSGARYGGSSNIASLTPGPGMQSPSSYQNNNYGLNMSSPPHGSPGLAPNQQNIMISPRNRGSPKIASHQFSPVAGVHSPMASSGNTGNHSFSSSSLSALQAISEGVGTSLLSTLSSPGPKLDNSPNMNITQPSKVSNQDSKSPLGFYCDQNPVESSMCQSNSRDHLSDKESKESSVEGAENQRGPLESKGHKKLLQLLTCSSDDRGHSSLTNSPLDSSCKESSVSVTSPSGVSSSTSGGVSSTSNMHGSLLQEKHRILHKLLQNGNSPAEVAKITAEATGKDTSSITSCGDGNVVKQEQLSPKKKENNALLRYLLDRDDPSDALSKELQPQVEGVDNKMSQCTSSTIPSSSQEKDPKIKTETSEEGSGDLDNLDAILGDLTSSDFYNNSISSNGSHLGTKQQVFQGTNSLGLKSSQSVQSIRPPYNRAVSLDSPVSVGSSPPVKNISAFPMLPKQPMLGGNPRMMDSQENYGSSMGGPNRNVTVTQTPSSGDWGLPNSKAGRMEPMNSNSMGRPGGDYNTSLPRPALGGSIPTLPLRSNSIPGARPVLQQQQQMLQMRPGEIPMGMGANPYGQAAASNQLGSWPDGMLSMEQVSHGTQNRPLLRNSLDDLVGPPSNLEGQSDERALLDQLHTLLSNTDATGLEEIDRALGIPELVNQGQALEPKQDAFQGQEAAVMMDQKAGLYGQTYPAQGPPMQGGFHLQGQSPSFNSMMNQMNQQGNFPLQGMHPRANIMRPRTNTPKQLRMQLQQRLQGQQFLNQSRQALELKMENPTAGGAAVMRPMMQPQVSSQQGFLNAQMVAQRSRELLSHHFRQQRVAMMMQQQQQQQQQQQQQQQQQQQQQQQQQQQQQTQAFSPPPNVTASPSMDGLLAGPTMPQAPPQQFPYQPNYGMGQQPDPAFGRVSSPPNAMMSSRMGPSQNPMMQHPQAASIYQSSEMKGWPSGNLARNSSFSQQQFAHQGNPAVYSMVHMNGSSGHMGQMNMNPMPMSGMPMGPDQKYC
TWEAK-Fn14 inh: inhibitors of TWEAK-Fn14 signaling, primary screen, luciferase reporter cells, uHTS; actives 2% (n = 360,000); inhibition, % at 10 µM; TWEAK-stimulated Fn14 reporter cells, luciferase luminescence, 8 h; in the data active means inhibition above about 50%
The depositor's hits bear a star; . = not tested or not shown. Not all compounds are listed (hit frequency here may not be typical).

SMILES	LRH-1 inv ag	KKLEB cytotox	TROY signal inh	SRC1 inh	C8 TRAIL sens	LMP1 NFkB inh	Shn3 inh set2	NR2F2 inh	CF NFkB block	SRC3 inh	TWEAK-Fn14 inh
O=C(Cn1cnc(S(=O)(=O)N2CCCC2)c1)Nc1ccccc1	-3	3	-1	9	-5	-4	-6	7	3	7	7
COc1ccc(C(CC(=O)N2CCOCC2)c2c(OC)cc(OC)c3ccc(=O)oc23)cc1 (stereo unspecified)	1	0	10	-17	-4	2	-4	5	-1	-11	6
O=C(NCCN1CCOCC1)c1ccc(Cl)c([N+](=O)[O-])c1	-2	3	3	-42	0	17	17	9	-19	-6	-6
NC(=S)N/N=C/c1ccc2ccccc2c1	19	12	-51	-17	3	-19	-11	9	-45	-12	-33
CCc1ccc(NC(=O)COC(=O)c2cccs2)cc1	-20	3	-39	8	-3	-1	0	7	9	1	-30
Cc1ccc(C)c(C(=O)COC(=O)C2CCN(c3ccc(C(F)(F)F)cn3)CC2)c1	19	7	-3	-19	6	4	39	7	7	3	-2
COc1ccc(C2=NS(=O)(=O)N(C)C(C(=O)N3CCCCC3)=C2)cc1OC	15	-17	7	14	-8	2	-5	-3	0	19	4
CCCOc1ccccc1C(=O)NCCCC(=O)O	-12	9	0	7	-1	-12	4	3	-8	13	-26
COc1cc(OC)cc(C(=O)N[C@H](C(=O)OCC(=O)NC(C)c2ccccc2)C(C)C)c1 (stereo partly specified)	-6	-4	6	-14	19	2	-3	-2	21	-3	9
COc1ccc(N2C(=O)CN=C2Nc2nc(C)cc(C)n2)cc1OC	-16	5	10	5	-10	4	-10	-4	5	10	-5
NS(=O)(=O)c1ccc(CNC(=O)c2ccc(NS(=O)(=O)c3ccc4[nH]c(=O)[nH]c4c3)cc2)cc1	-12	5	-15	-3	-10	0	3	12	-25	-12	-21
Cn1c2ccccc2n2c(=O)c(=O)n(CC(=O)c3ccc(F)cc3)nc12	4	0	15	-2	-18	-4	-9	-13	10	10	5
Clc1ccccc1CNCC1CCCO1 (stereo unspecified)	1	14	2	18	3	6	21	8	-26	-3	1
CCOc1ccccc1OCc1nn2c(COc3ccccc3)nnc2s1	9	17	7	-21	-3	2	-19	-3	-15	-20	-12
Cc1sc2nc(CSc3ccccc3)nc(N3CCOCC3)c2c1C	-12	-10	1	0	-3	-1	25	5	13	23	-3
CCN(CC)CCN(Cc1cc2cc3c(cc2[nH]c1=O)OCCO3)C(=S)NC	20	-8	12	-12	23	-7	-11	10	-12	12	-2
Cc1cccc(-n2ccnc2CN2CCC(CO)(Cc3ccccc3)CC2)c1	-4	2	4	1	-2	-6	-12	-9	-7	8	13
CN(C)S(=O)(=O)c1ccc(N2CCCC2)c(C(=O)OCC(=O)NC2(C#N)CCCCC2)c1	-12	-4	6	29	-7	0	-4	.	4	8	7
C#CCNC(=O)C[C@@H]1C[C@@]2(C(=O)OC)CCCCC=C2N(Cc2ccccc2)C1=O	-29	.	-20	.	-9	.	.	-8	.	.	7
CS(=O)(=O)c1ccc(C(=O)Nc2ccc(N3CCCCC3)cc2)c(Cl)c1	-12	1	-6	-1	2	4	8	1	10	1	-3
CCCC[C@@H]1CCCO[C@@](C(=O)NCc2ccc(C)o2)(C(F)(F)F)C1	2	-24	-31	-7	-16	2	-4	5	11	-1	-11
COc1ccccc1N1CCN(C(=O)CCn2c(=O)[nH]c3ccsc3c2=O)CC1	12	9	9	4	-15	10	-8	-1	6	15	11
S=C1NCCN1CC1CCN(CCC23CC4CC(CC(C4)C2)C3)CC1	12	10	-5	9	3	4	-8	1	1	5	-12
CN(C(=O)Cn1nnc(-c2cccc(C(F)(F)F)c2)n1)C1CCCCC1	0	-6	17	-3	-2	-4	-11	5	2	13	-3
O=C1CCCc2c1[nH]c1ccc(Br)cc21	5	-3	-3	4	-4	13	9	-24	16	9	2

The last 2 records of the part before open the next one.
SMILES	LRH-1 inv ag	KKLEB cytotox	TROY signal inh	SRC1 inh	C8 TRAIL sens	LMP1 NFkB inh	Shn3 inh set2	NR2F2 inh	CF NFkB block	SRC3 inh	TWEAK-Fn14 inh
CN(C(=O)Cn1nnc(-c2cccc(C(F)(F)F)c2)n1)C1CCCCC1	0	-6	17	-3	-2	-4	-11	5	2	13	-3
O=C1CCCc2c1[nH]c1ccc(Br)cc21	5	-3	-3	4	-4	13	9	-24	16	9	2
CCOc1ccc(/C(O)=C2/C(=O)C(=O)N(CCOCCO)C2c2ccccn2)cc1 (stereo unspecified)	-3	12	18	-18	-3	-6	0	-13	-15	-4	19
CCN(CC)CP(=O)(c1ccccc1)c1ccccc1	6	-8	19	-3	-15	-20	3	6	3	-2	-9
CCN(c1ccccc1)S(=O)(=O)c1ccc(C(=O)NCCc2ccc(S(N)(=O)=O)cc2)cc1	0	3	9	-9	-9	-9	8	-16	3	10	15
COc1ccc(OCCSCc2nnc(NC(=O)Nc3ccc(Cl)cc3)s2)cc1	-6	5	-12	-22	11	-5	-8	-19	-1	-4	-14
CC(C)(C)c1ccc(COC(=O)Nc2ccc(F)cc2)cc1	-6	-8	-43	-4	-6	-4	-10	-5	8	-45	1
O=c1cc2ncc(-c3[nH]ncc3[N+](=O)[O-])cn2[nH]1	-7	29	-16	-23	1	-3	-15	-16	-18	14	7
COc1cc(OC)c(-n2c(C)cc(C=O)c2C)cc1Cl	-2	8	11	-5	-5	4	0	4	5	7	-7
O=c1cc(N2CCN(Cc3ccccc3)CC2)[nH]c(=O)n1Cc1ccc(F)cc1	19	-6	10	10	-2	-4	37	-5	6	3	-1
N#C/C(=C\c1ccc(F)c(Cl)c1)S(=O)(=O)c1ccccn1	-9	-2	-19	12	-1	2	5	-19	11	0	6
CCc1ccc(CNC(=O)c2nn(C)c3c2CS(=O)(=O)c2ccccc2-3)cc1	17	-12	16	-8	-3	-2	3	1	7	4	-1
COC(=O)C(Cc1ccc(OC(=O)c2ccc(C)cc2)cc1)N1Cc2ccccc2C1=O (stereo unspecified)	-54	-2	-7	-69	1	1	-78	.	-1	-35	-11
CCOc1ccc(C(=O)c2nc3c(n2O)CCCCC3)cc1	-20	1	-26	-21	29	-6	-8	-10	4	-5	-10
Cc1ccccc1N=Cc1ccc[nH]1	13	1	2	-21	-17	6	-1	-27	-2	1	13
O=C(O)CC(NCc1ccco1)C(=O)OCCCl (stereo unspecified)	3	13	1	-8	4	4	14	9	4	9	5
COCCNC(=O)C1(C)CCCN(C(=O)c2ccc(OC)c(OC)c2)C1 (stereo unspecified)	-19	-4	5	-2	-4	.	-11	16	-13	4	7
O=C(O)C1CCN(Cc2cnn(-c3ccccc3)c2-n2cccc2)CC1	2	-2	-6	-1	-2	-6	5	10	6	10	-21
O=C(NCC1CCCO1)c1cc(-c2ccccc2)on1 (stereo unspecified)	-29	-2	-65	-137	2	-21	-33	5	-12	-100	-78
O=C(Nc1ccc(Cn2nnc3ccccc32)cc1)c1ccco1	20	9	-13	-3	-8	0	40	11	8	3	-31
N#Cc1ccc(C(=O)Nc2nnc(-c3cccs3)o2)cc1	-6	4	-26	-13	13	16	-9	9	-14	-48	13
Cc1cc(C(=O)CCC(=O)NC(C)c2ccc(S(N)(=O)=O)cc2)c(C)s1 (stereo unspecified)	-5	-3	-14	-5	-10	-1	-4	-4	14	-3	-5
CCOC(=O)NC(CC(=O)O)c1ccc(OCC)cc1 (stereo unspecified)	-4	-7	24	0	-7	-7	16	5	-3	-17	-19
O=C(CCSc1nnc(-c2ccncc2)o1)Nc1cccc2ccccc12	17	-5	23	-5	-13	5	8	-7	-12	8	5
Cc1ccc(C(=O)NC(C)c2ccc(-n3ccnc3)cc2)c(C)c1 (stereo unspecified)	-4	-4	-2	-8	11	5	9	2	26	11	1
Nc1cc(SCc2ccc(Cl)cc2Cl)ncn1	7	2	9	-8	10	-10	-3	7	-6	-11	36
O=C(c1cc(S(=O)(=O)N2CCOCC2)ccc1Cl)N1CCc2ccccc2C1	23	-10	22	6	-9	-43	-4	21	-5	13	7

(cont.)
SMILES	LRH-1 inv ag	KKLEB cytotox	TROY signal inh	SRC1 inh	C8 TRAIL sens	LMP1 NFkB inh	Shn3 inh set2	NR2F2 inh	CF NFkB block	SRC3 inh	TWEAK-Fn14 inh
CC[C@@]1(C(=O)OC)N[C@H](CN(C)S(=O)(=O)c2ccccc2)[C@@H]2C(=O)N(C)C(=O)[C@@H]21	-20	9	-10	-14	-7	-13	-39	13	2	3	-42
COc1ccc(CCNC(=O)CNC(=O)c2ccc3c(c2)OCO3)cc1OC	3	18	0	-2	4	5	-5	1	-12	-15	3
NS(=O)(=O)c1cccc(NC(=O)COC(=O)Cc2ccc(S(=O)(=O)N3CCCCC3)s2)c1	-1	13	3	2	0	-6	10	10	-25	-22	-4
O=c1c(Cc2ccc(Cl)cc2Cl)c(O)ccn1CC(F)(F)F	8	13	-2	6	-15	-1	-35	5	11	-26	10
O=C(/C=C/Nc1ccc(F)cc1F)c1cccs1	-125	-68*	10	-65	93*	3	-6	-39	-13	-33	60*
CCC(=O)n1nc(-c2cccnc2)nc1NCc1ccc(OC)cc1	14	0	0	-11	0	-5	0	-6	6	11	2
CCCOc1ccc(-c2cnc(N)s2)cc1	-80	2	-2	-79	-11	-27	-48	-40	1	-47	-13
CCCc1c(C(=O)N/N=C/c2ccco2)nnn1-c1nonc1N	-5	7	-13	5	-16	-1	3	-20	-19	16	5
Clc1ccc(-c2nc3ccccc3nc2-c2ccccc2)cc1	-15	-14	-5	17	8	2	-7	-7	15	12	28
CCOc1ccc(Cl)cc1-c1cc(C(=O)NCc2cccs2)[nH]n1	-28	5	-14	10	-14	.	-10	-17	-18	-9	-9
COc1ccc(CNC(=O)C2CCN(C(=O)c3cccc(Cl)c3)CC2)cc1	-4	4	5	4	-1	3	33	2	-9	-2	5
O=C(c1cccc(OCc2ccccc2)c1)N1CCOCC1	-1	-9	-5	-8	-7	1	-4	.	10	5	14
CNC(=O)c1ccc(NC(=O)Nc2ccccc2)cc1	-49	-3	-33	-22	2	-22	-26	-5	-4	-46	-8
CCOc1ccc(S(=O)(=O)NC(C)C(=O)NCc2ccncc2)cc1 (stereo unspecified)	8	2	-5	-1	4	-3	4	7	-1	-16	24
O=C(Nc1ccc(CN2CCOCC2)cc1)c1ccccc1F	-85	-20	-32	-78	15	-9	-5	-64	-3	-70	-9
CCN(CC)c1ccc(NC(=O)c2ccc(=O)[nH]c2)cc1S(=O)(=O)Nc1ccccc1OC	2	5	-3	1	-40	-15	-4	8	0	-1	17
CC(=O)Nc1ccc(S(=O)(=O)Nc2nc(C)nc3sc4c(c23)CCC4)cc1	-1	-4	-2	-27	4	2	4	17	5	9	-29

Screens as filed in PubChem BioAssay.
